mHTT-CaM PPI inh = mutant huntingtin-calmodulin interaction inhibitors – biochemical, AlphaScreen, primary screen; AlphaScreen His-mHTT/GST-CaM binding, luminescence; inhibition, % at 15 µM; 3.6% of 190,000 active; P42858; AID 1671202, 2021;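 also: 0% = both proteins with DMSO and 100% = one protein alone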
Target sequence (P42858 whole entry, looked up, stated change not applied): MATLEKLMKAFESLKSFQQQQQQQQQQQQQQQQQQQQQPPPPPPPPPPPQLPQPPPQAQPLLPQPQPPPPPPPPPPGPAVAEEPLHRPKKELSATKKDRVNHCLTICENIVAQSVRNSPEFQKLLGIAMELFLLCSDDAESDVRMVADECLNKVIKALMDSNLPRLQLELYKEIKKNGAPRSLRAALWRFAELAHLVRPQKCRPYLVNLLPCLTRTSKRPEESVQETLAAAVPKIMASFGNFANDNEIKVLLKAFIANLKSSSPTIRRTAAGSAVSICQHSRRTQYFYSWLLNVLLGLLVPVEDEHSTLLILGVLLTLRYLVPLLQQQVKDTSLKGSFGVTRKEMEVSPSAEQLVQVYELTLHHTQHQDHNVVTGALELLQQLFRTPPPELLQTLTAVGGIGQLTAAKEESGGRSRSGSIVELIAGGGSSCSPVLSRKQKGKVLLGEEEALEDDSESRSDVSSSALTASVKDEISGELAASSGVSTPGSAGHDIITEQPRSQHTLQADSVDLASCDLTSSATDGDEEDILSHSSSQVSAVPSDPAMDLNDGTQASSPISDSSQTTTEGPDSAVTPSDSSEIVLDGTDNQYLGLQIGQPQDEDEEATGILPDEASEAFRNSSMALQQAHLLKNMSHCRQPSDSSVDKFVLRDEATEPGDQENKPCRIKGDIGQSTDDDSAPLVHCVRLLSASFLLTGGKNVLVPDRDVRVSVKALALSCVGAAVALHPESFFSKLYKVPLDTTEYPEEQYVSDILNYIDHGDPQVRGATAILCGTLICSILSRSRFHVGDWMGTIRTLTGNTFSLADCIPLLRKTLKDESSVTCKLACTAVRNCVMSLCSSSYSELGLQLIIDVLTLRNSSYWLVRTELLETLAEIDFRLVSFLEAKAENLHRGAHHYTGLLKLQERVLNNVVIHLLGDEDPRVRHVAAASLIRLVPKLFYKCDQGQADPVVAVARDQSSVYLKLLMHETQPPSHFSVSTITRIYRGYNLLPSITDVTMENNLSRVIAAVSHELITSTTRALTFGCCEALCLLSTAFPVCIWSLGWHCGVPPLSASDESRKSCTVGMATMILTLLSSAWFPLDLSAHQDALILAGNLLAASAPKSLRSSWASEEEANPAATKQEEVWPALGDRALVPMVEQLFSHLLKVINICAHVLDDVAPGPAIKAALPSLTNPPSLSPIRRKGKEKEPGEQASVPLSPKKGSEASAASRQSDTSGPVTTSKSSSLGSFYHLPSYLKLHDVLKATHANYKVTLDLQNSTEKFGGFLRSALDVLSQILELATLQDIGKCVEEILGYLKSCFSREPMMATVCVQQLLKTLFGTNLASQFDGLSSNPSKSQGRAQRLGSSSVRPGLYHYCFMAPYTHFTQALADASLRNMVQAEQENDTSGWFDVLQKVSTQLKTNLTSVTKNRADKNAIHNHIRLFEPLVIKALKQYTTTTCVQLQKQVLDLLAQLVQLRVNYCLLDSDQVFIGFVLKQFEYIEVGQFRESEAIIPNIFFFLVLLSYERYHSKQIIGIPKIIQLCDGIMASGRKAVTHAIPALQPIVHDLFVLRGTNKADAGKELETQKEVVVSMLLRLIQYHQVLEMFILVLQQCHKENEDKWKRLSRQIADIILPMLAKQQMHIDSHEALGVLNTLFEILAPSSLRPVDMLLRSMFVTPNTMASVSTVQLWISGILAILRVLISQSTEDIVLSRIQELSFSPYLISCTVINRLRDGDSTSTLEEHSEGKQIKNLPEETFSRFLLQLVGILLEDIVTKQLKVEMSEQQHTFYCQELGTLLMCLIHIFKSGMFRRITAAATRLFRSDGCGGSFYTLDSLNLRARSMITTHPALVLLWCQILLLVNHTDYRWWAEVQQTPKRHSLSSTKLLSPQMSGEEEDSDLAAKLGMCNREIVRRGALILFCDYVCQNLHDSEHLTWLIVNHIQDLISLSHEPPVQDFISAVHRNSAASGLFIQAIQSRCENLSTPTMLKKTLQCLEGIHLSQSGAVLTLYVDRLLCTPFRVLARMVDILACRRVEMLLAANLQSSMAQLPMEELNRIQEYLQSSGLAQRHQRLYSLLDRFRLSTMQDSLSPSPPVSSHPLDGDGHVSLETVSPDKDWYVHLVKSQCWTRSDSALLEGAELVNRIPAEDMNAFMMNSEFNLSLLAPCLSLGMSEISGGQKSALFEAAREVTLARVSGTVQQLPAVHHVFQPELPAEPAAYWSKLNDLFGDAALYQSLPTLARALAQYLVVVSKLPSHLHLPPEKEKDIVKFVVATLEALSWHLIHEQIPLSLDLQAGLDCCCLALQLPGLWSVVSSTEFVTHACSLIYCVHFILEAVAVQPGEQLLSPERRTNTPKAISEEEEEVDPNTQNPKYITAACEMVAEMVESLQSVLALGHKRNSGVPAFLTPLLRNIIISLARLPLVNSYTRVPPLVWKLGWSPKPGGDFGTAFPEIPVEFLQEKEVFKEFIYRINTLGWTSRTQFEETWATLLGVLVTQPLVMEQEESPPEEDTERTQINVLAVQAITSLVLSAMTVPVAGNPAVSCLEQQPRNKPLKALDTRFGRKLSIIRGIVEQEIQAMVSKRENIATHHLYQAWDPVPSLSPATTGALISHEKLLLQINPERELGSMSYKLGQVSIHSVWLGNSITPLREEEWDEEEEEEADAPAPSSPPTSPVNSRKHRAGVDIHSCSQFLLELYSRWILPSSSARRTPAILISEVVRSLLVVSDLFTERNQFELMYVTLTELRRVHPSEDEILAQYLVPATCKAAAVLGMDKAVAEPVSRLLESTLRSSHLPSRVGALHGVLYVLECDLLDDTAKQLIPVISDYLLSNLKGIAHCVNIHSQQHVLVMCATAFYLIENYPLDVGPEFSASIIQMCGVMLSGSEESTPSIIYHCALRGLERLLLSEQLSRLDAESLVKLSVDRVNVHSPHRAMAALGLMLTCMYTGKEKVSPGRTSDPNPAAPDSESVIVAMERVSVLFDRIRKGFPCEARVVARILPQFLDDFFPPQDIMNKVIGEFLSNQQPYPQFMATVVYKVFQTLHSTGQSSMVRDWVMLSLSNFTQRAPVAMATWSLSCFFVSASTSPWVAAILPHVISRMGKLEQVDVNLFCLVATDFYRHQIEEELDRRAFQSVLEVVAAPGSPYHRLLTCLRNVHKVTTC
Pf apPOL block = Pf-apPOL inhibitors, biochemical, fluorescence; Plasmodium falciparum apicoplast DNA polymerase (apPOL); inhibition, % at 10 µM; 0.25% of 210,000 active; Recombinant Pf-apPOL, molecular beacon fluorescence, 1.5 h; AID 1794808, 2022
Starred values were filed as active, the others as inactive; . = no result given; & = joins results of further samples. Rule as the data show it: active = inhibition above about 50%; inactive = the rest.

canonical_smiles | mHTT-CaM PPI inh | Pf apPOL block
COc1cccc(OC)c1C(=O)NCC(c1cccs1)N(C)C (stereo unspecified) | -6.4 | -2.3
O=[N+]([O-])c1cc(Br)cc(C=Nc2ccc(Br)cc2)c1O | 21.0 | -26.7
O=C(CN1CCC(c2nnc(C3CC3)o2)CC1)NCC1CCCO1 (stereo unspecified) | -13.8 | -2.3
COc1ccc(C2Nc3ccccc3C(=O)N2c2ccc(Cl)cc2)c(OC)c1 (stereo unspecified) | 9.0 | 2.3
CC(C)(C)N=C1Nc2ccccc2NC12CCCN(C(=O)Cc1ccccc1F)C2 (stereo unspecified) | 65.2* | -1.8
CC(C)CNC(=O)c1cccc(N2CCNC(c3ccccc3)C2)n1 (stereo unspecified) | 1.9 | -5.2
CCCN(CCC)S(=O)(=O)c1cc([N+](=O)[O-])ccc1C | -2.4 | -1.4
Cc1cc(C(F)(F)F)n2nc(-c3ccc(Br)cc3)cc2n1 | -2.0 | 7.2
CCN(CC)Cc1cccc(C(=O)N(CC)CC)c1 | -0.7 | 2.4
COc1ccc(S(=O)(=O)NCCC(C)C)c2cccnc12 | -3.0 | 3.2
Cc1cccc(NC(=O)N2CCC(c3cc(=O)n4nccc4n3C)CC2)c1 | -1.9 | -4.1
O=c1oc2cc(O)ccc2cc1-c1csc(-c2ccccc2Cl)n1 | -26.0 | -4.5
COc1ccc(-c2nc3c(c(=O)[nH]2)CCN(C(=O)c2cccn2C)C3)cc1 | -0.2 | -1.1
O=C(NCc1cccnc1)C1CCN(c2nccn3nc(-c4ccccc4)cc23)CC1 | 9.2 | 12.7
CCC(O)C#CCN1CCCCC1 (stereo unspecified) | -1.5 | -4.9
CC(C)c1ccc2oc(-c3cc(N)ccc3O)nc2c1 | 62.1* | -7.3
CCOc1cc(/C=C2\SC(=O)N(Cc3ccc(Cl)cc3)C2=O)ccc1O | 3.0 | -9.5
O=C(NCCc1ccccc1)c1ccc2c(c1)NC(=O)C1CCCCN21 (stereo unspecified) | -10.1 | -3.4
COC(=O)C1CN(Cc2ccc(F)cc2)CCS(=O)(=O)N1Cc1ccc(F)cc1 (stereo unspecified) | 18.0 | -6.8
COc1cc(C2CC(=O)Oc3cc(C)c(Cl)cc32)cc(OC)c1OC (stereo unspecified) | 14.5 | -3.0
O=C(Nc1cnc(N2CCCCCC2)nc1)c1ccc(F)cc1F | 1.3 | -7.7
CC(C)Oc1ccc(C(=O)NC2=NCCS2)cc1 | 0.0 | 2.1
COc1cccc(N(CC(=O)Nc2ccccc2C(=O)NCc2ccccc2)S(C)(=O)=O)c1 | 2.3 | 1.9
O=C1c2ccccc2C(=O)N1CCCSc1nccn1-c1cc(Cl)ccc1Cl | . | -10.2
COc1ccc(C2Nc3ccccc3NC3=C2C(=O)CC(c2cccs2)C3)c(OC)c1OC (stereo unspecified) | 27.0&19.5 | -0.8&-0.6
Cc1ccc(N=Cc2nc(/C=C/c3cccc([N+](=O)[O-])c3)oc2O)c(C)c1 | 8.0 | -0.6
Cc1ccc(NC(=O)C2CC(=O)NC(Nc3nc4ccccc4s3)=N2)cc1 (stereo unspecified) | 3.0&-3.8 | 2.4&-2.3
CCCn1cc(C2=CCN(C(=O)Nc3ccc4c(c3)OCCO4)CC2)c2cccnc21 | 59.3* | -4.2
O=C1C(=O)N(CCO)C(c2ccc(Cl)cc2)C1=C(O)c1ccccc1 (stereo unspecified) | 4.3 | 0.6
CCc1nnc(NC(=O)C(CC)CC)s1 | 2.7 | 0.8
O=c1cc(-c2ccccc2)n2c(-c3ccco3)nn(-c3ccc([N+](=O)[O-])cc3)c2n1 | . | -1.6
COc1ccc(C)cc1NC(=O)C(=O)NCC1CCN(C(=O)c2ccccc2F)CC1 | 1.3 | -4.8
OC(C#CCN1CCCC1)(c1ccccc1)c1cccnc1 (stereo unspecified) | 1.0 | 10.5
COc1ccc(Br)cc1C=C1Oc2c(ccc3c2CN(Cc2cccnc2)CO3)C1=O | 40.4 | -20.8
Cc1cccc(NC(=O)CSc2ccccc2)c1C | -6.1 | -15.7
CN(C)CCCN1C(=O)C(O)=C(C(=O)c2cccs2)C1c1cccc(Br)c1 (stereo unspecified) | 3.0 | -14.6
CCOc1ccc(C2=Nn3c(nnc3-c3cccc(F)c3)SC2)cc1Cl | 0.0 | -3.4
CCCCN(C)Cc1c(O)ccc2c1OC(=Cc1ccco1)C2=O | -8.3 | -1.8
O=C(NCCCN1CCCC1)c1ccc2nc3[nH]c4ccccc4c3nc2c1 | 29.0 | -12.6
CC1(C)CCc2cc(C=NNC(=O)c3cccc(Cl)c3Cl)ccc2O1 | . | 0.7
O=C(c1cc2cn(C3CC3)cc2s1)N1CCSCC1 | 32.0 | 1.5
O=C(COc1ccccc1)NC(c1ccc([N+](=O)[O-])cc1)c1cc(Cl)c2cccnc2c1O (stereo unspecified) | 32.0 | -8.5
CCC1Oc2ccccc2N(CC(=O)N2CCN(CC)CC2)C1=O (stereo unspecified) | -8.0 | -10.5
Cc1nn(-c2nc3ccccc3s2)c2c1C(c1ccc(Br)cc1)CC(=O)N2 (stereo unspecified) | -8.8 | -0.1
Cc1ccc(NC(=O)c2cc(S(=O)(=O)N3CCOCC3)ccc2Br)cc1 | 6.3 | -9.4
CSc1nc(SC)c2c3c(sc2n1)CSC(C)(C)C3 | 2.0 | -9.6
COc1ccc(-c2cc3cc(Br)ccc3oc2=O)cc1OC | -13.4 | 4.8
CS(=O)(=O)c1ccc2nc(NC(=O)Cc3csc(Nc4ncccn4)n3)sc2c1 | 30.2 | -41.4
Cn1c(NCc2cc(Cl)ccc2O)nc2ccccc21 | 10.1 | -11.1
CC(=O)NC(c1cccs1)c1cc(Cl)c2cccnc2c1O (stereo unspecified) | 100.0* | -4.5&-2.0
COc1cccc(-c2nc(C3CCN(C(=O)COc4ccc(C)cc4)CC3)no2)c1 | 20.2 | -3.2
Cc1ccc2nc(C(=O)NCc3ccc(F)cc3F)cn2c1 | -6.7 | 1.2
CCN(C)C(=O)c1nnc(N2CCN(c3ccccc3Cl)CC2)c2ccccc12 | 31.6 | -5.0
CCC(NC(=O)COc1ccc(Br)cc1)c1ccccc1 (stereo unspecified) | -22.9 | 0.8
Cc1ccc(S(=O)(=O)N2CCC(=O)N(C(COC(=O)Nc3ccccc3)Cc3ccccc3)CC2)cc1 (stereo unspecified) | 1.8 | -9.5
CN1CCN(CC(=O)N2CCN(c3ccccc3)CC2)CC1 | . | 1.7&-2.7
CCCN1CCN(CCNC(=O)c2ccnc(N3CCNC(c4ccccc4)C3)c2)CC1 (stereo unspecified) | 2.4 | -4.0
O=C1c2ccc([N+](=O)[O-])cc2C(=O)N1Cc1nc2ccc(Br)cc2c(=O)o1 | -4.0 | -1.0
O=C(CCC1CCCN(C(=O)Nc2ccccc2)C1)NCc1ccc(F)cc1Cl (stereo unspecified) | -9.0 | -10.1
Cc1cc(C(=O)Nc2ccc(-c3nc4ccccc4s3)c(O)c2)ccc1[N+](=O)[O-] | 0.4 | -2.5

Other structures follow:
canonical_smiles | mHTT-CaM PPI inh | Pf apPOL block
Cc1cnc(NS(=O)(=O)c2cn(C)cn2)c(Br)c1 | . | -3.3
COc1cccc(N2CC(C(=O)Nc3cc(N4CCCS4(=O)=O)ccc3C)CC2=O)c1 (stereo unspecified) | 6.0 | -10.1
NC(Cc1ccc(Cl)cc1)C(=O)O (stereo unspecified) | . | 4.3
CC(=O)c1ccc(Oc2cccc(Cl)c2C#N)cc1 | . | -2.7&-6.9
COc1ccccc1-c1nnc(Nc2nc3ccc(SC)cc3s2)o1 | -4.0 | -6.4
O=C(CC1CCCCC1)Nc1c2c(nn1-c1ccc([N+](=O)[O-])cc1)CSC2 | 14.0 | -1.7
CCOCCCNC(=O)CN1C(=O)/C(=C/c2cccc(Cl)c2)Sc2ccccc21 | 8.0 | -1.2
O=C(NCc1ccccc1Cl)c1csc(-c2ccncc2)n1 | -0.2 | -0.3
CN1CC2([N+](=O)[O-])CC([N+](=O)[O-])(C1)c1ccccc1C2=O (stereo unspecified) | -4.0 | -0.1
Cc1cc(N2CCOCC2)nc(-c2ccc([N+](=O)[O-])cc2)n1 | -3.6 | -4.0
O=C(Nc1ccccc1)C1CCCN(c2ncc(-c3ccc(F)cc3)cn2)C1 (stereo unspecified) | -10.5 | 2.4
O=C(COc1ccc([N+](=O)[O-])cc1)Nc1cc(Cl)c(Cl)cc1Cl | -0.4 | 1.9

Overlap with the part before: two entries; new compounds follow.
canonical_smiles | mHTT-CaM PPI inh | Pf apPOL block
O=C(Nc1ccccc1)C1CCCN(c2ncc(-c3ccc(F)cc3)cn2)C1 (stereo unspecified) | -10.5 | 2.4
O=C(COc1ccc([N+](=O)[O-])cc1)Nc1cc(Cl)c(Cl)cc1Cl | -0.4 | 1.9
COc1cccc(C(=O)N2CCC(c3noc(-c4cccc(OC)c4)n3)CC2)c1 | 6.1 | -2.3
CNC(=O)C1CN(C(=O)Cc2cccc(C)c2)CC12CCCC2 (stereo unspecified) | -6.2 | -1.2
Cc1cccc(-c2[nH]ncc2CNC(=O)Cc2ccccc2F)c1 | -3.4 | -1.9
CCc1ccc(C2=CC(c3cc(OC)ccc3OC)n3nnnc3N2)cc1 (stereo unspecified) | -6.0 | -2.6
CCCNC(=O)C1CCc2sc(C(=O)N(CC)CC)cc2C1 (stereo unspecified) | 5.0 | -4.1
Cc1noc(C)c1C1CCCN1Cc1cccc(OCc2ccccc2)c1 (stereo unspecified) | -41.5 | 2.6
CCn1c(CNC(=O)C2CCC2)nc2c1CN(C(=O)Cc1ccccc1C)CC2 | 7.7 | -6.6
Oc1ccc(F)cc1-c1cc(-c2ccc3c(c2)OCCO3)n[nH]1 | 43.3 | -13.7
COc1ccccc1-c1cc2c(c3c1ccn3C)C1CCC2O1 (stereo unspecified) | 22.8 | -0.8
O=C(Nc1ccc([N+](=O)[O-])cc1)c1ccc(-c2nnc(-c3ccccc3)o2)cc1 | 2.4 | -13.9
O=C(NCCCNc1ccc([N+](=O)[O-])cc1C(F)(F)F)c1ccco1 | 9.0 | 0.2
O=C(Nc1ccc(F)cc1)c1cnc(-c2ccccc2)nc1-c1ccncc1 | -8.0 | 1.6
O=C(Nc1ccc2c(c1)OCO2)C1CCCN(c2nnc3ccc(Cl)cn23)C1 (stereo unspecified) | 11.0 | -2.2
O=C(Cc1ccc(F)cc1)N1CCC(COc2ccccc2C(=O)N2CCOCC2)CC1 | 3.6 | -2.3
CCN1CCc2c(c(CN(C)C(=O)C(C)C)nn2-c2ccc(C)cc2)C1 | 4.8 | -6.4
COC(=O)Nc1nc(CC(=O)NCc2ccccc2Cl)cs1 | -0.8 | -6.0

Structural class, the entries above containing a nitro group on carbon (13)
canonical_smiles | mHTT-CaM PPI inh | Pf apPOL block
O=[N+]([O-])c1cc(Br)cc(C=Nc2ccc(Br)cc2)c1O | 21.0 | -26.7
CCCN(CCC)S(=O)(=O)c1cc([N+](=O)[O-])ccc1C | -2.4 | -1.4
Cc1ccc(N=Cc2nc(/C=C/c3cccc([N+](=O)[O-])c3)oc2O)c(C)c1 | 8.0 | -0.6
O=c1cc(-c2ccccc2)n2c(-c3ccco3)nn(-c3ccc([N+](=O)[O-])cc3)c2n1 | . | -1.6
O=C(COc1ccccc1)NC(c1ccc([N+](=O)[O-])cc1)c1cc(Cl)c2cccnc2c1O (stereo unspecified) | 32.0 | -8.5
O=C1c2ccc([N+](=O)[O-])cc2C(=O)N1Cc1nc2ccc(Br)cc2c(=O)o1 | -4.0 | -1.0
Cc1cc(C(=O)Nc2ccc(-c3nc4ccccc4s3)c(O)c2)ccc1[N+](=O)[O-] | 0.4 | -2.5
O=C(CC1CCCCC1)Nc1c2c(nn1-c1ccc([N+](=O)[O-])cc1)CSC2 | 14.0 | -1.7
CN1CC2([N+](=O)[O-])CC([N+](=O)[O-])(C1)c1ccccc1C2=O (stereo unspecified) | -4.0 | -0.1
Cc1cc(N2CCOCC2)nc(-c2ccc([N+](=O)[O-])cc2)n1 | -3.6 | -4.0
O=C(COc1ccc([N+](=O)[O-])cc1)Nc1cc(Cl)c(Cl)cc1Cl | -0.4 | 1.9
O=C(Nc1ccc([N+](=O)[O-])cc1)c1ccc(-c2nnc(-c3ccccc3)o2)cc1 | 2.4 | -13.9
O=C(NCCCNc1ccc([N+](=O)[O-])cc1C(F)(F)F)c1ccco1 | 9.0 | 0.2

Screening results as filed in PubChem BioAssay.
